Bim-Mcl-1 – disrupts Bim peptide binding to human Mcl-1; Bead-based flow cytometry, Bim peptide-Mcl-1 binding; 190,000 tested, 0.1% active; inhibition, % at 10 µM; Q07820; AID 1009; in the data active = inhibition above about 40%;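 also: 0% = no compound tracer wells and 100% = peptide blocker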
Target sequence (Q07820 whole entry, looked up): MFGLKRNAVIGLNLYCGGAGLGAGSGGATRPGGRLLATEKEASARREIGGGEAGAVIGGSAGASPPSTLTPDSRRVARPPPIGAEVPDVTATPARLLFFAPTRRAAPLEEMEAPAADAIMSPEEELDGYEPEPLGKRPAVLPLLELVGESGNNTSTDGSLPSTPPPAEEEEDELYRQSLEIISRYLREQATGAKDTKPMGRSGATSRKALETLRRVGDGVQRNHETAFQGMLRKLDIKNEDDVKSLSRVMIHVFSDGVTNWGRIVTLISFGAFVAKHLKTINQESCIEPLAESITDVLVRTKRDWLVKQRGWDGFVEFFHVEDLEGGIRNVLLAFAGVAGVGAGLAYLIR
Rac1 wt GTP bind – human Rac1 wildtype GTP binding, inhibitors and activators; 190,000 tested, 0.27% active; GTP binding activity (% of control), % at 10 µM; GST-Rac1 beads, fluorescent GTP binding, flow cytometry; actives lie on both sides; 0 = cold GTP competed, 100 = untreated;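 active = GTP binding activity at least 20 points away from the 100% control level, either lower or higher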
Cdc42 wt – modulators (inhibitors or activators) of GTP binding to human Cdc42 wildtype; 190,000 tested, 0.2% active; percent activity (GTP binding), % at 10 µM; AID 761; GST-Cdc42 beads, Bodipy-GTP binding, flow cytometry; actives lie on both sides; P60953;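 active = percent activity GTP binding at least 20 points away from the 100% baseline, either down as inhibitor or up as activator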;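 also: median bead fluorescence of bound Bodipy-FL-GTP at 100 nM; 0% = excess unlabeled GTP control and 100% = no compound control; below 100% means less GTP binding so inhibitor and above means activator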
Target sequence (P60953 whole entry, looked up): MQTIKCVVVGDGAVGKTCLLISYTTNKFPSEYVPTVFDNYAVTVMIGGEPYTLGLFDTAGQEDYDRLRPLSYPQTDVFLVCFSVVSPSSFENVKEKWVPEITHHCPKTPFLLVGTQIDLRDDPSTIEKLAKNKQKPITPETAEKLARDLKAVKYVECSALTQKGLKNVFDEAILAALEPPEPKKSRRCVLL
Mcl1 Noxa PPI – disrupts binding of human Mcl-1 to Noxa peptide | 220,000 tested, 1.5% active | TR-FRET Mcl-1/Noxa peptide binding, 2 h | Q07820 | inhibition, % at 21.7 µM | AID 1022;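 active = compounds that cut the protein-peptide binding signal by more than 50% relative to plate controls in a single-dose test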;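 also: His-tagged Mcl-1 with rhodamine Noxa BH3 peptide and terbium anti-His antibody; 0% = Mcl-1 plus Noxa peptide wells and 100% = peptide-only wells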
HRas wt GTP – changes GTP binding to wildtype human HRas; GTP binding activity, % at 10 µM; AID 759; P01112; 190,000 tested, 0.14% active; GST-Ras wt beads, Bodipy-FL-GTP binding, flow cytometry; actives lie on both sides;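 active = GTP binding activity at least 20% away from the 100% baseline, either lowered as inhibitor or raised as activator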;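 also: 0% = unlabeled GTP competition control and 100% = no-compound control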
Target sequence (P01112 whole entry, looked up): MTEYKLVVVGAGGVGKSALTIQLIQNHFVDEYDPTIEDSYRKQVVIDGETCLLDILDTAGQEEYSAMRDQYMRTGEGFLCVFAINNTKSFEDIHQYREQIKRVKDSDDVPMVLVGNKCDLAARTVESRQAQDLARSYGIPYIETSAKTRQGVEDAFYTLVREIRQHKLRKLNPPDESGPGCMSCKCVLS
Rab7 wt GTP bind – modulators of GTP binding to dog Rab7 wildtype GTPase | GTP binding activity (percent of control), % at 10 µM | GST-Rab7 beads, fluorescent GTP binding, flow cytometry; actives lie on both sides; untreated = 100%, excess cold GTP = 0% | 190,000 tested, 0.055% active;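 active = fluorescent GTP binding to Rab7 beads changed by at least 20 points from the 100% baseline, either direction, mostly lower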;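 also: median green fluorescence of bound Bodipy-FL-GTP per Rab7 bead population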
Mcl1 Bid PPI – Mcl-1/Bid interaction inhibition. 220,000 tested, 0.97% active. TR-FRET Mcl-1/Bid-Dy647 peptide binding, 1536-well. AID 1021. Q07820. inhibition, % at 21.7 µM;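 active = compounds that cut the binding signal by more than half at the single screening dose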;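 also: His-tagged Mcl-1 with europium anti-His antibody binding Bid BH3 peptide; 0% = Mcl-1 plus peptide wells and 100% = peptide-only wells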
Rac1 mut GTP – modulators of GTP binding to human Rac1 activated mutant | P63000 | GST-Rac1 activated beads, fluorescent GTP binding, flow cytometry; actives lie on both sides; 100% means binding = to untreated wells | percent activity (GTP binding), % at 10 µM | 190,000 tested, 0.11% active | AID 764;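 active = GTP binding at least 20 percentage points away from the 100% baseline, in either direction, so actives lie on both sides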
Rab2 wt GTP – changes GTP binding to wildtype dog Rab2A, up or down | 190,000 tested, 0.19% active | GST-Rab2 wt beads, Bodipy-GTP binding, flow cytometry | GTP binding activity, % at 10 µM | P61105;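 active = GTP binding activity at least 20 points away from 100%, either lowered or raised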;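 also: 0% = beads with excess unlabeled GTP and 100% = no-compound control corrected for plate trend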
Pf gametocyte – P. falciparum stage V gametocyte viability inhibition; P. falciparum stage V gametocytes, ATP luminescence, 24 h; inhibition, % at 10.9 µM; 150,000 tested, 0.065% active; AID 743093;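 active = inhibition above the mean plus 3 SD of compounds within the control limits, set per campaign, cut at about 38% in these data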;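 also: 0% = DMSO wells and 100% = medium only without gametocytes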
Avidin bead fluor – avidin bead compound fluorescence profile | Avidin beads, compound fluorescence 488/530 nm, flow cytometry; stronger effect = higher value | fluorescence (KMESF) at 10 µM | 220,000 tested, 0.38% active; in the data active = fluorescence above about 47; also: inactives centre near 10
An asterisk follows results filed as active; · = not tested or not shown.

SMILES | Bim-Mcl-1 | Rac1 wt GTP bind | Cdc42 wt | Mcl1 Noxa PPI | HRas wt GTP | Rab7 wt GTP bind | Mcl1 Bid PPI | Rac1 mut GTP | Rab2 wt GTP | Pf gametocyte | Avidin bead fluor
Cn1c(Cc2ccccc2)nnc1SCC(=O)Nc1ccccc1N1CCOCC1 | -3 | 102 | 102 | 2 | 102 | 103 | -18 | 103 | 100 | 23 | 39
O=C(Cc1ccc([N+](=O)[O-])cc1)NCc1ccncc1 | -2 | 101 | 98 | 1 | 98 | 98 | -30 | 98 | 99 | 25 | 7
Cn1cccc1CC(=O)NNC(=S)NC(=O)c1ccccc1Br | -1 | 102 | 98 | -43 | 93 | 97 | -71 | 95 | 93 | 8 | 20
CCN(CC(=O)Nc1c(F)cccc1F)C(=O)COc1ccc2c(C)cc(=O)oc2c1 | 0 | 96 | 95 | -5 | 98 | 103 | 7 | 93 | 101 | 16 | 8
Cn1c(=O)c2ccccc2n(Cc2ccccc2F)c1=O | -1 | 104 | 103 | 0 | 100 | 98 | 6 | 97 | 98 | · | 20
CCN1C=C(Cc2ccc(F)cc2)C2=C(C1)C(c1ccc(F)cc1)C(C#N)=C(N)O2 (centres undefined) | -5 | 103 | 102 | 5 | 98 | 95 | -50 | 101 | 97 | -1 | 3
O=C(COC(=O)C1CCN(/C=C/C(=O)C(F)(F)F)CC1)Nc1cccc(F)c1 | -4 | 101 | 102 | 10 | 99 | 102 | -5 | 98 | 99 | -39 | 3
Cc1cc(C)nc(NC(=O)C(c2ccccc2)c2ccccc2)c1 | -3 | 104 | 101 | 16 | 99 | 98 | -1 | 98 | 97 | · | 33
CCOC(=O)C1=C(C)OC(N)=C(C#N)C1c1cc2c(cc1[N+](=O)[O-])OCO2 (centres undefined) | 0 | 98 | 98 | 40 | 96 | 98 | -23 | 98 | 98 | -10 | 9
Cc1cccc(N2CCN(C(=O)c3ccc4c(c3)OCCO4)CC2)c1C | 0 | 94 | 96 | 8 | 93 | 97 | -2 | 96 | 93 | -3 | 24
Cc1cnc(NC(=O)Nc2ccc(Cl)cc2)s1 | 0 | 97 | 95 | 19 | 93 | 93 | -8 | 97 | 96 | -16 | 13
CCCCNC(=O)CSc1nc2ccccc2c(=O)n1C1CCCC1 | -1 | 109 | 109 | 4 | 106 | 96 | -11 | 102 | 106 | -23 | 15
CN(C)c1ccc(-c2nnc(-c3ccc(S(=O)(=O)C(F)F)cc3)o2)cc1 | 1 | 98 | 98 | 27 | 98 | 98 | 73* | 96 | 98 | · | 3
CCC(CO)Nc1ncnc2c1cnn2-c1ccc(Cl)cc1 (centres undefined) | -1 | 106 | 106 | 2 | 102 | 100 | -24 | 101 | 102 | · | 8
CCC(C)n1c(SCC(=O)NCCc2ccc(S(N)(=O)=O)cc2)nc2ccsc2c1=O (centres undefined) | -1 | 103 | 101 | 7 | 99 | 97 | 2 | 99 | 98 | -7 | 6
Cc1nn(C(=O)Cn2cc([N+](=O)[O-])cn2)c(C)c1Cl | 0 | 103 | 99 | 1 | 101 | 104 | -21 | 96 | 100 | 8 | 9
OCCNc1ncnc2c1c(-c1ccccc1)c(-c1ccccc1)n2Cc1ccco1 | -2 | 99 | 103 | 9 | 103 | 103 | -9 | 97 | 102 | · | 37
CSc1nnc(-c2cccs2)n1C | -2 | 101 | 100 | -12 | 99 | 97 | -6 | 93 | 95 | -3 | 14
CSc1nsc(SCC(=O)Nc2nc3ccc(C)cc3s2)n1 | -7 | 101 | 96 | 5 | 96 | 97 | 5 | 93 | 93 | -18 | 11
Cc1cccnc1Nc1ncnc(N)c1[N+](=O)[O-] | 0 | 99 | 97 | -18 | 99 | 96 | -8 | 98 | 97 | -3 | 7

An excerpt from above in order of their number in Avidin bead fluor, lowest first.
| compound | Avidin bead fluor |
| --- | --- |
| CCC(C)n1c(SCC(=O)NCCc2ccc(S(N)(=O)=O)cc2)nc2ccsc2c1=O (centres undefined) | 6 |
| Cc1nn(C(=O)Cn2cc([N+](=O)[O-])cn2)c(C)c1Cl | 9 |
| Cn1cccc1CC(=O)NNC(=S)NC(=O)c1ccccc1Br | 20 |

Other records follow:
SMILES | Bim-Mcl-1 | Rac1 wt GTP bind | Cdc42 wt | Mcl1 Noxa PPI | HRas wt GTP | Rab7 wt GTP bind | Mcl1 Bid PPI | Rac1 mut GTP | Rab2 wt GTP | Pf gametocyte | Avidin bead fluor
CCOc1ccccc1OCC(=O)Nc1nnc(COC)s1 | -5 | 106 | 99 | 17 | 97 | 92 | 5 | 98 | 95 | 4 | 37
CC(C)(C)C(=O)Nc1ccccc1C(=O)Nc1cc(Cl)ccc1Cl | 0 | 91 | 95 | · | 94 | 91 | 4 | 94 | 94 | · | 12
Nc1nc2ccccc2n1C(=O)c1ccco1 | -2 | 101 | 104 | 16 | 99 | 97 | -5 | 98 | 98 | 23 | 24
Cc1cc(=O)n2nc(N3CCC(C(=O)NCc4cccnc4)CC3)sc2n1 | -1 | 98 | 100 | 3 | 100 | 102 | -20 | 97 | 100 | · | 10
CCOC(=O)c1c(NC(=O)CCc2ccc(CC)o2)sc(C)c1C | -3 | 102 | 103 | 3 | 102 | 100 | -35 | 98 | 100 | 18 | 8
CCN(CC)CCNC(=S)N1CCn2c(nc3ccccc32)C1 | 0 | 104 | 107 | 1 | 103 | 99 | -54 | 107 | 103 | 25 | 5
O=C(OCC(=O)N1CCOCC1)c1ccccc1SCC(=O)N1CCCC1 | -5 | 94 | 97 | 11 | 97 | 93 | -6 | 94 | 93 | -3 | 14
O=C(C1=C[C@H](c2ccc(C(F)(F)F)cc2)C[C@H](OCc2ccc(CO)cc2)O1)N1CCOCC1 | -1 | 96 | 94 | 1 | 95 | 94 | 3 | 95 | 93 | -10 | 5
CCOC(=O)c1sc(-c2ccccn2)nc1C | 0 | 96 | 98 | 14 | 98 | 98 | -30 | 96 | 97 | -22 | 20
CC(=O)c1c(N2CCCCC2)nc(=O)n(-c2ccccc2)c1C | -2 | 102 | 100 | -2 | 98 | 98 | -30 | 99 | 98 | -2 | 4
O=c1c(Cc2ccc(F)cc2)c(O)ccn1Cc1ccco1 | 0 | 102 | 98 | -3 | 99 | 96 | -20 | 95 | 98 | -30 | 5
Cc1ccc(C(C)C)c(OCc2ccc(C(=O)N/N=C/c3ccc(O)cc3O)cc2)c1 | 2 | 98 | 95 | 86* | 97 | 96 | 52* | 97 | 96 | · | 8
COc1ccc(CNc2ncnc3cc(OC)c(OC)cc23)cc1OC | -3 | 92 | 92 | 8 | 90 | 96 | -4 | 90 | 92 | -12 | 9
CCOCCCNC(=O)c1ccccc1SCC | -1 | 107 | 105 | -16 | 102 | 99 | -26 | 99 | 101 | 17 | 7
O=C(Cn1cnc2ccccc2c1=O)N1CCN(c2ccccc2)CC1 | -3 | 102 | 100 | 0 | 100 | 97 | -16 | 97 | 97 | · | ·
C/C(=N/NC(=O)c1cc(O)c(O)c(O)c1)c1ccc([N+](=O)[O-])cc1 | 8 | 94 | 93 | 59* | 97 | 105 | -50 | 96 | 97 | -13 | 0
COC(=O)c1ccc(NC(=O)Nc2ccc(F)cc2F)cc1 | 0 | 102 | 94 | 7 | 101 | 103 | -24 | 95 | 97 | · | 9
COc1ccc2c(c1)-c1nc(NC(=O)c3ccco3)sc1CC2 | 1 | 101 | 96 | 21 | 96 | 100 | 13 | 95 | 97 | 14 | 6
O=C(C(c1ccccc1)N1CCOCC1)N1CCOCC1 (centres undefined) | -6 | 106 | 100 | -3 | 100 | 102 | 13 | 99 | 102 | -11 | 35
CCOC(=O)CCCCC(=O)c1[nH]c(=O)[nH]c1CSc1nc(-c2ccccc2)c(C#N)c(=O)[nH]1 | -2 | 96 | 93 | 17 | 94 | 95 | -12 | 94 | 95 | 10 | 20
COc1ccc(NC(=O)C2CCC(C)(C(=O)O)C2(C)C)cc1 (centres undefined) | -1 | 94 | 92 | 3 | 95 | 95 | -13 | 91 | 92 | 15 | 27
O=C(Nc1cccnc1Cl)c1cc([N+](=O)[O-])ccc1Cl | 0 | 99 | 99 | -14 | 96 | 105 | 0 | 93 | 98 | -6 | 9
CCOC(=O)C1/C(=N\O)CC(C)(O)C(C(=O)OCC)C1c1ccc(OC)c(OC)c1 (centres undefined) | -3 | 101 | 101 | -8 | 97 | 98 | 41 | 98 | 97 | · | 26
COc1ccc(-c2nnc(SCC(=O)OC3CCCCC3)o2)cc1OC | -1 | 105 | 101 | 1 | 102 | 101 | -13 | 98 | 99 | -33 | 37
Cc1c(-n2c(-c3ccccc3Cl)n[nH]c2=S)c(=O)n(-c2ccccc2)n1C | 0 | 100 | 99 | 21 | 101 | 109 | -15 | 99 | 101 | 12 | 13
Cc1ccccc1C(=O)N1CCC(C(=O)Nc2ccc3c(c2)OCCO3)CC1 | 1 | 105 | 105 | 6 | 104 | 104 | 1 | 102 | 104 | · | 11
O=C(O)CN(C1CCCCC1)S(=O)(=O)c1ccc(F)cc1 | 0 | 99 | 100 | -20 | 101 | 96 | -4 | 100 | 99 | 10 | 8
Cc1cccc(/C=N\NC(=O)c2ccccc2-n2cccc2)c1 | -2 | 102 | 102 | 7 | 103 | 93 | -13 | 101 | 103 | -31 | 11
CCC1c2ccc(C)n2CCN1C(=O)Nc1ccccc1C(=O)OC (centres undefined) | -5 | 102 | 102 | 11 | 98 | 99 | -37 | 94 | 99 | · | 27
CC(C)CN(CCCNC(=O)CN1C(=O)COc2ccc(S(=O)(=O)N3CCCC3)cc21)CC(C)C | -1 | 96 | 97 | 11 | 96 | 93 | -1 | 95 | 97 | · | 12
O=C(CN1C(=O)NC2(CCCC2)C1=O)Nc1ccccc1F | 2 | 102 | 102 | -34 | 103 | 103 | -33 | 101 | 102 | · | 5
Cc1nc(Cl)c2oc3ccccc3c2n1 | -6 | 93 | 94 | 21 | 94 | 96 | -14 | 94 | 93 | · | 5
Cc1ccccc1-n1c(C)nnc1SCC(=O)NCC1CCCO1 (centres undefined) | -1 | 105 | 103 | 25 | 101 | 99 | 3 | 98 | 102 | -5 | 7
Cc1nn2c(N3CCCC3)cc(C(C)C)nc2c1-c1ccccc1 | 0 | 100 | 97 | -3 | 98 | 98 | -96 | 98 | 100 | -5 | 8
Cc1cc2ccccc2n1CCNC(=O)c1ccc(Br)o1 | 2 | 95 | 93 | 5 | 94 | 102 | -14 | 93 | 95 | · | 7
CCOc1cccc(NC(=O)CC#N)c1 | -2 | 104 | 102 | -10 | 99 | 103 | 7 | 99 | 101 | · | 15
C=CCC(CC=C)(NC(=O)c1ccccc1C)c1ccccc1 | -3 | 103 | 101 | -10 | 100 | 98 | -11 | 101 | 101 | · | 31
CCOC(=O)N1CCC(N2Cc3cccc(C(=O)NCc4ccc(C)cc4)c3C2=O)CC1 | 3 | 106 | 99 | 1 | 102 | 100 | -8 | 99 | 99 | · | 8

Assay outcomes (PubChem)
